From PubChem
PNC assembly inh = perinucleolar compartment assembly inhibition; actives 3.1% (n = 140,000); PC3M PTB-GFP, PNC prevalence imaging, 16 h; stronger effect = lower value; activity change (PNC), negative = inhibition, % at 10 µM; AID 2417;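 active means readout at or below -70, meaning at least 70% loss of cells showing the perinucleolar compartment, a nuclear body marking cancer cells; inconclusive means readout between -30 and a set limit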;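 further: plate controls were DMSO wells for no effect and camptothecin positive control wells for full effect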
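PC3M cells stably expressing PTB-GFP, 750–1000 cells/well, treated 16 h at 37 °C with compound (23 nl of library stock), in duplicate. After paraformaldehyde fixation and Hoechst stain, imaged at 20x; PNC prevalence scored by image analysis.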
IMPase cell inh = IMPase inhibition in cells. inhibition (IP1 accumulation), % at 46.1 µM. CHO-M1 cells, IP1 accumulation, HTRF TR-FRET ratio. 120,000 tested, under 10 active; active means well fitted curve in the direction sought with a large enough effect in the signal ratio, not every such curve was filed as active; inconclusive means small, poorly fitted or top-dose-only effect, or a change in a side signal; inactive means no such curve, though single readings can be large or run the other way; the % refers to the signal ratio;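 further: cells stimulated with carbachol in lithium chloride buffer; plate controls were DMSO basal wells for no effect and reference inhibitor wells for full effect; higher means more IMPase inhibition seen as more IP1 and lower FRET ratio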
Target sequence (P97697 whole entry, looked up): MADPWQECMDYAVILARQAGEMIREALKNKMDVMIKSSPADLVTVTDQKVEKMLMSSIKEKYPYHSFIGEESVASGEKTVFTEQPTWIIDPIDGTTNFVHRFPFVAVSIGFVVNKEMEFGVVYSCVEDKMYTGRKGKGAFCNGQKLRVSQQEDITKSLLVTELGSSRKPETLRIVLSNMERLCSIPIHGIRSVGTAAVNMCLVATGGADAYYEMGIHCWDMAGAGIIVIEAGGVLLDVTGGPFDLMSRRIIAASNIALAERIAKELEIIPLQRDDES
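Seeded CHO-M1 cells were dosed with compound at up to 46 uM, stimulated with carbachol for 30 min, then lysed in IP-One detection reagents. Higher IP1 lowers the TR-FRET signal.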
ALOX12 inhib = 12-hLO (ALOX12) enzyme inhibition; purified 12-hLO, xylenol orange hydroperoxide absorbance; Potency, µM (titrated, usually from 57.1 µM), for inactives: at the top dose activity change, negative = inhibition, actives largely listed as inhibitors; actives 0.12% (n = 150,000); AID 1452; further: potency means the concentration at half of the fitted maximal effect; nearly all actives have a fitted effect of over 55% in size; many of its hits are not listed in these tables
Target sequence (P18054 whole entry, looked up): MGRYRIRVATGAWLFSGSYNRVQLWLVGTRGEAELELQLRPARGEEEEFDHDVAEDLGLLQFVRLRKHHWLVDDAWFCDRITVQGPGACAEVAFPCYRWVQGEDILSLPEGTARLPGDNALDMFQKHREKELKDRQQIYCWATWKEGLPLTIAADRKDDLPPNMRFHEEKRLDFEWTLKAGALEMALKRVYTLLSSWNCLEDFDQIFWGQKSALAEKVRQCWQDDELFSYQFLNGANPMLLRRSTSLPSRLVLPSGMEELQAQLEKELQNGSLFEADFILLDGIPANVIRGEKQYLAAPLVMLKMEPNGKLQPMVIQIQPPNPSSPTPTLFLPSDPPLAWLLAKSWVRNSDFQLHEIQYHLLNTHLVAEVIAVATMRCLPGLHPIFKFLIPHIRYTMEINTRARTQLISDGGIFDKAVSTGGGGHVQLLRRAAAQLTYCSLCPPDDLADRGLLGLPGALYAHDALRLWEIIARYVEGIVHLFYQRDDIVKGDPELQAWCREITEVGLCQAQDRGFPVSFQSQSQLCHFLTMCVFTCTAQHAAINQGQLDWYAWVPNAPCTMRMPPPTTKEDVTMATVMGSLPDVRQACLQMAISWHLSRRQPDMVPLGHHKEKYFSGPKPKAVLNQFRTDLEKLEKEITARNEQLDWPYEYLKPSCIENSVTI
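Lipoxygenase turnover measured by absorbance at 573 and 405 nm after Fe-XO development. Human 12hLO 150 nM, arachidonate 40 uM, pH 7.0 Hepes buffer with detergent; 15 min compound preincubation, 30 min reaction.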
ALOX15B inhib = blocks human 15-lipoxygenase 2 activity | purified 15hLO-2, xylenol orange hydroperoxide absorbance | Potency, µM (highest dose often 57.1 µM), for inactives: top-dose activity change, negative = inhibition, usual class: inhibitors | O15296 | AID 881 | actives 0.56% (n = 110,000); further: potency means the concentration at half of the fitted maximal effect; nearly all actives have a fitted effect of over 60% in size; many of its hits are not listed in these tables
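Enzyme 50 nM, AA 45 uM, 25 mM Hepes pH 7.5 + 0.01% Triton X-100; cpd preinc 15 min RT, rxn 90 min RT; stop/detect with 200 uM XO + 300 uM Fe(II) in 50 mM H2SO4, 30 min; A573/A405.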
The depositor's hits bear a star; ? = inconclusive; / = no result given; [ ] = dose if it differs, or a comment. Unless noted, the call rests on the fitted dose curve; in most records, active means well fitted curve in the direction sought with a large enough effect; inconclusive means small, poorly fitted or top-dose-only effect, or another doubt; inactive means no such curve, though single readings can be large; an effect the other way counts as inactive or inconclusive. Unless noted, on the % scale 0 is the no-effect control and ±100 the full control effect. Only part of the results is shown; the hit share may differ from the screen's.

SMILES | PNC assembly inh | IMPase cell inh | ALOX12 inhib | ALOX15B inhib
O=C1c2cccnc2C(Nc2ccccc2)N1Cc1ccco1 (stereo not given) | 48.6 | 8.9 | 2.2% | -2.4%
O=C(Cc1c(O)c2ccccc2[nH]c1=O)NC1CCCCCCC1 | 5.7 | 2.1 | -5.3% | -0.2%
COc1ccc([N+](=O)[O-])cc1C1NN=C(c2ccccc2O)S1 (stereo not given) | 86.4 | 8.9 | -2.4% | ?
CCOC(=O)CSc1nnc(NC(=O)c2cccc([N+](=O)[O-])c2C)s1 | ? | -1.7 | 0.7% | /
COCC(=O)O[C@]1(CCN(C)CCCc2nc3ccccc3[nH]2)CCc2cc(F)ccc2[C@@H]1C(C)C | / | -3.7 | -0.5%[0.00818 µM] | 27.9%[0.0915 µM]
COc1cc(C2N(c3ccccn3)C(=O)C3CCCN32)cc(OC)c1OC (stereo not given) | ? | 0.0 | -4.0% | 0.9%
COc1ccc2c(c1OC)C(=O)N(c1ccccn1)C2 | -25.4 | -13.9 | -3.5% | -5.5%
CCN(CC)c1ccc(C(=O)N2CCN(Cc3ccccc3)CC2)cc1 | 8.8 | / | 1.4% | /
CN(C(=O)CSc1nc(-c2ccccc2)cn1N)C(c1ccccc1)c1ccccc1 | -13.4 | 11.3 | -4.5% | 1.1%
COc1ccccc1N(CC(=O)N1CCCCCC1)S(C)(=O)=O | 25.0 | 6.2 | -6.1% | 6.7%
CSc1nc2c(c(=O)n1-c1ccccc1)SCC2 | ? | -3.2 | 0.4% | -12.3%
Cc1ccc(S(=O)(=O)N2CCOCC2)cc1NC(=O)COC(=O)c1ccccc1OCc1c(C)noc1C | 41.3 | / | -3.1% | /
CCOC(=O)/C(C#N)=C/c1cc2ccc(C)cc2nc1Cl | 32.5 | / | -2.9% | /
Cc1cc(O)c(NC(=O)c2ccco2)cc1C | ? | 7.2 | 7.8% | -5.1%
COc1cc(=O)n(C)c2cc(N(C)C)ccc12 | ? | -6.8 | 2.6% | -4.5%
N#Cc1cc([N+](=O)[O-])c(-n2nnc3ccccc32)c([N+](=O)[O-])c1 | -3.3 | -4.0 | -10.1% | -23.9%
O=C(Nc1nc2ccccc2n1CCN1CCCC1)C1CCCCC1 | 30.6 | 2.6 | -1.8% | 40.6%[activator]
O=C(N/N=C/c1ccncc1)c1cc([N+](=O)[O-])cc([N+](=O)[O-])c1 | -12.1 | 2.8 | -3.6% | /
CCOC(=O)c1cnn(CCOC(=O)C2CC2)c1NC(=O)C1CC1 | -22.3 | -5.5 | -0.4% | -4.0%
O=C(O)COc1ccc2c(c1)CCCC2 | -12.2 | -5.0 | 1.9% | -7.7%
Cc1ccc(NC(=O)N(Cc2ccco2)C(C)c2ccco2)cc1C (stereo not given) | 20.3 | 5.0 | -6.8% | -9.9%
CCOC(=O)c1c(C)[nH]c(=S)c(C#N)c1-c1ccc(Cl)cc1 | -108.4* | / | -10.5% | /
O=C(COc1ccc(Cl)cc1)OCC(=O)N1CCCc2ccccc21 | -14.8 | 3.0 | 0.5% | /
COc1ccc(/C(N)=N/OC(=O)CSc2ccccc2)cc1 | 18.9 | 8.0 | -4.8% | 7.2%
O=C(O)CCNC(=O)c1cncc(Br)c1 | -27.1 | 2.1 | 2.0% | -1.1%
CS(=O)(=O)N(CC(=O)N1CCN(Cc2ccc3c(c2)OCO3)CC1)c1ccc2c(c1)OCO2 | -4.4 | 8.4 | -6.3% | 0.8%
CCc1sc(NC(=O)c2cc3ccccc3oc2=O)nc1-c1cccs1 | 50.7 | / | 3.4% | /
COc1ccc2sc(NC(=O)c3ccco3)nc2c1 | 31.4 | 0.3 | -14.4% | 12.1%
Cc1ccsc1/C=N/n1c(-c2ccccn2)n[nH]c1=S | ? | / | -27.5% | /
CCOC(=O)CNC(=O)c1nn(-c2ccc(OCC)cc2)c(=O)c2ccccc12 | -24.9 | 15.7 | 5.9% | -0.4%
COc1ccc(OCC2CNC(=O)O2)cc1 (stereo not given) | 18.6 | / | 4.4% | /
O=c1c(-c2cccs2)nc2cnc(Oc3cccc(Cl)c3)nc2n1C[C@H]1CCCO1 | / | / | -7.6% | -3.2%
CN(C(=O)c1c(Cl)cnn1C)C12CC3CC(CC(C3)C1)C2 | -9.9 | -0.7 | -0.7% | /
O=C(CCn1c(=O)oc2ccccc21)N1CCCCCC1 | 271.6 | 3.6 | 1.9% | /
CCn1c(SCc2nc3ccccc3[nH]2)nnc1-c1cccs1 | 32.1 | -1.6 | -2.4% | 17.9%
CC1=NN(c2ccc(Cl)cc2)C(=O)C1C(c1cccc(O)c1)c1c(C)[nH]n(-c2ccc(Cl)cc2)c1=O (stereo not given) | 16.1 | / | ? | /
O=C(CCn1c(=O)oc2ccccc21)NCCCN1CCN(c2ccc(F)cc2)CC1 | ? | 2.9 | -4.1% | 26.3%
Cc1ccc(S(=O)(=O)NCCSc2ccccc2)cc1[N+](=O)[O-] | -13.9 | / | -1.6% | /
COc1ccc(NC(=O)CC2CCCCC2)cc1OC | 26.1 | -5.6 | -5.6% | 4.9%
COCCNc1nnc(SCC(=O)N2CCN(S(=O)(=O)c3ccccc3)CC2)s1 | 13.4 | 4.5 | -0.1% | -6.9%
CC(=O)Nc1ccc2ccccc2c1 | 9.0 | 1.4 | -3.3% | -0.9%
CCOc1cc(N2CCOCC2)c(OCC)cc1NC(C)C(=O)N1CCC(C)CC1 (stereo not given) | ? | 4.1 | -19.3% | /
COc1ccc(-c2noc(-c3ccc(Cl)cc3[N+](=O)[O-])n2)cc1OC | ? | / | 5.1% | /
Cc1ccccc1N/C(SCc1ccc(Cl)cc1)=C(/C#N)C(N)=O | -1.2 | / | ? | /
Cc1ccc(/C=C(\NC(=O)c2ccccc2)C(=O)NCCc2ccccn2)o1 | -9.2 | / | 0.4% | /
Cc1ccc(S(=O)(=O)N2CCN(CC(=O)NC3CCCc4ccccc43)CC2)cc1C (stereo not given) | 35.9 | 10.1 | -11.2% | 13.1%
COc1ccc(-c2cccc(-c3cc(=O)oc4cc(OC)c(OC)c(OC)c34)c2)cc1 | / | / | -3.6%[0.00818 µM] | -8.6%[0.0915 µM]
O=C(Nc1cc(C(F)(F)F)ccc1N1CCOCC1)c1cccc(F)c1 | ? | ? | -1.3% | 3.8%

Compound profiles, as listed above. Values in the order: PNC assembly inh	IMPase cell inh	ALOX12 inhib	ALOX15B inhib
COCCNc1nnc(SCC(=O)N2CCN(S(=O)(=O)c3ccccc3)CC2)s1 is listed as 13.4	4.5	-0.1%	-6.9%
COc1ccc(NC(=O)CC2CCCCC2)cc1OC is listed as 26.1	-5.6	-5.6%	4.9%
COc1ccc(-c2noc(-c3ccc(Cl)cc3[N+](=O)[O-])n2)cc1OC is listed as ?	/	5.1%	/
O=C(Nc1cc(C(F)(F)F)ccc1N1CCOCC1)c1cccc(F)c1 is listed as ?	?	-1.3%	3.8%
CCOc1cc(N2CCOCC2)c(OCC)cc1NC(C)C(=O)N1CCC(C)CC1 (stereo not given) is listed as ?	4.1	-19.3%	/

The listing continues.
SMILES | PNC assembly inh | IMPase cell inh | ALOX12 inhib | ALOX15B inhib
COCCn1c(SCc2cccnc2)nnc1-c1ccco1 | 20.4 | -9.4 | -7.2% | 23.1%
Cc1cc(C)cc(N2CC(c3nc4ccccc4n3C)CC2=O)c1 (stereo not given) | 3.2 | -2.3 | -6.0% | -0.2%
O=C(c1cccs1)N1CCN(Cc2cccc([N+](=O)[O-])c2)CC1 | 29.0 | ? | -6.4% | /
COc1cccc2c(=O)ccoc12 | -1.3 | -5.2 | -5.9% | 2.1%
COc1ccc(NC(=O)c2csc(Cc3ccccc3)n2)cc1 | ? | 1.8 | -18.5% | -1.7%
CN1CCc2c1nc1ccccc1c2N=C1CCCN1Cc1ccccc1 | ? | / | -3.9% | /
CN(C)N1C(N)=C(C#N)C(c2ccsc2)C2=C1CC(C)(C)CC2=O (stereo not given) | 53.4 | / | -1.5% | /
CCN(CC)c1ccc(/C=N/NC(=O)CCC(=O)NCc2ccccc2)c(O)c1 | -8.2 | / | -7.4% | /
Cc1ccc(C(=O)O/N=C(\N)c2cccnc2)cc1[N+](=O)[O-] | -19.0 | / | -3.0% | /
CC(C)c1ccc(/C=N/NC(=O)C(=O)NCCCN2CCOCC2)cc1 | 33.6 | / | -1.1% | /
Cc1ccc(NC(=O)C2(N(C(=O)Cn3nnnc3N)c3ccc(C)cc3)CCCCC2)cc1 | 16.7 | 14.1 | 3.0% | -12.8%
Cn1c(COc2ccc3ccccc3c2)nnc1SCC(N)=O | -16.6 | ? | 1.6% | 0.2%
Clc1ccc(CNc2nnnn2-c2ccccc2)c(Cl)c1 | 32.2 | -0.7 | -8.6% | -7.5%
O=C1C2C3C=CC([C@@H]2C(=O)N1C1CCCCC1)[C@H]1C(=O)N(C2CCCCC2)C(=O)C31 (stereo not given in full) | -18.9 | 12.0 | 1.7% | -8.1%
NS(=O)(=O)c1ccc(CNC(=O)NC23CC4CC(CC(C4)C2)C3)cc1 | 33.5 | -2.4 | -2.8% | 6.0%[2.29 µM]
c1ccc(N2CCCCC2)c(NC2=NCCC2)c1 | ? | -1.8 | -0.4% | 0.0%
Cn1c(C(=O)N2CCCC(C(=O)N3CCN(C(=O)c4ccco4)CC3)C2)cc2sccc21 (stereo not given) | ? | 7.9 | -8.5% | 2.3%
Cc1ccoc1C(=O)NCc1occc1C(=O)O | -10.0 | -4.3 | -4.3% | -0.1%
O=C(CNC(=O)OCc1ccccc1)NCC(=O)N1CCCC1C(=O)OCc1ccccc1 (stereo not given) | 21.5 | -1.6 | 10.8% | -10.5%
CCOC(=O)c1c(C)c(C(=O)NC(C)COC)c(C)n1CC (stereo not given) | -101.7* | 6.9 | 3.4% | -1.8%
CCCS(=O)(=O)N1CCCC(C(=O)NCCN(CC)CC)C1 (stereo not given) | 21.2 | 0.4 | 1.6% | -3.8%
CC(OC(=O)c1cccnc1)C(=O)NCc1ccc2c(c1)OCO2 (stereo not given) | 20.5 | 0.1 | 1.0% | /
Cc1nn(Cc2ccc(Cl)cc2)c(C)c1NC(=O)c1noc2c1CCc1ccccc1-2 | 10.4 | 7.5 | -12.5% | 5.3%
COc1ccc(C)cc1NCc1cc(=O)oc2cc(-c3ccccc3)c(O)cc12 | -4.3 | 4.2 | -9.2% | /
CCOc1ccc(N2C(=O)c3cccnc3C2Nc2ccc(C)cc2)cc1 (stereo not given) | 15.5 | 1.0 | -14.8% | -14.2%
O=C(Nc1cccc(Cl)c1)c1ccncc1 | -8.6 | -7.0 | 0.1% | 5.3%
Cc1ccc(Sc2c(C)nn(C(=O)CNS(=O)(=O)c3ccc(F)cc3)c2C)cc1 | -7.3 | / | 0.2% | /
Cc1cc(C)n(-c2nc3ccccc3c(=O)n2OCc2ccc(F)cc2)n1 | -25.4 | 8.1 | -3.2% | -1.8%
CC(C)NC(=S)NNC(=O)C12CC3CC(CC(C3)C1)C2 | -0.1 | 9.6 | 2.9% | 6.0%
O=C(c1ccco1)N1CCC2(CCCN(Cc3ccncc3)C2)CC1 | / | / | 4.7% | 4.6%
CCOc1cc(C(=O)OCc2ccc(C(=O)OC)o2)cc(Br)c1OC | 24.7 | 9.4 | -4.6% | -10.7%
COc1cc(O)cc(/C=C/c2ccccc2)c1 | / | / | -3.0% | 11.6%
OCCN1CCN(C(=S)c2ccc(Br)cc2)CC1 | 45.8 | 0.1 | 2.3% | 3.1%
C=CCn1c(-c2ccc3[nH]c(C)c(C)c3c2)n[nH]c1=S | -19.4 | 5.5 | -14.3% | -20.4%
COc1cccc(Nc2nc(-c3ccc4c(c3)OCCO4)cs2)c1 | -19.0 | 3.4 | -19.5% | 2.0%
Cc1ccnc(NC(=O)c2cc(-n3cnnc3)ccc2Cl)c1 | -100.0* | -9.3 | 0.3% | /
